# CHRM4 antagonist: blocks acetylcholine activation of human M4 receptor; CHO-hM4 cells, ACh EC80, Fluo-8 calcium fluorescence; P08173; AID 624125; hit rate 0.73% among 360,000; inhibition, % at 3 µM;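 active means inhibition above its plate's cutoff, the mean inhibition of sample wells plus 3 SD, cut at about 27% in these data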;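 further: 0% = acetylcholine EC80 with DMSO and 100% = DMSO without agonist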
# Target sequence (P08173 whole entry, looked up): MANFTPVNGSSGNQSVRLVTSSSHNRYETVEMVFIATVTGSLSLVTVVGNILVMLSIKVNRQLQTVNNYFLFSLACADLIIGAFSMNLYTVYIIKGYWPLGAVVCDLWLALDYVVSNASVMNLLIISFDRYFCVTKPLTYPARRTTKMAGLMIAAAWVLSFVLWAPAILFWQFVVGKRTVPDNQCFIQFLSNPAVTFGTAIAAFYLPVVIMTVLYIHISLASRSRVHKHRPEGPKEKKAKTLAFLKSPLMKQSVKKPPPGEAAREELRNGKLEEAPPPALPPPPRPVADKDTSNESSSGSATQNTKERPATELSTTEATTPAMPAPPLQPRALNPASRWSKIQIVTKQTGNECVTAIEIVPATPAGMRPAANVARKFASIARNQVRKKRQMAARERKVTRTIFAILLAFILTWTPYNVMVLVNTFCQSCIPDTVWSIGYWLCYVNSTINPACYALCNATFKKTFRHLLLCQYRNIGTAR
# CHRM5 PAM: CHRM5 positive allosteric modulation | P08912 | CHO-K1 hM5, Fluo-8 calcium, ACh EC20 PAM; 0% = ACh EC20, 100% = ACh EC100 | activation, % at 3 µM | hit rate 0.3% among 360,000;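 active means activation above the run cutoff, the mean activation of all test compounds plus 3 SD, cut at about 18% in these data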
# Target sequence (P08912 whole entry, looked up): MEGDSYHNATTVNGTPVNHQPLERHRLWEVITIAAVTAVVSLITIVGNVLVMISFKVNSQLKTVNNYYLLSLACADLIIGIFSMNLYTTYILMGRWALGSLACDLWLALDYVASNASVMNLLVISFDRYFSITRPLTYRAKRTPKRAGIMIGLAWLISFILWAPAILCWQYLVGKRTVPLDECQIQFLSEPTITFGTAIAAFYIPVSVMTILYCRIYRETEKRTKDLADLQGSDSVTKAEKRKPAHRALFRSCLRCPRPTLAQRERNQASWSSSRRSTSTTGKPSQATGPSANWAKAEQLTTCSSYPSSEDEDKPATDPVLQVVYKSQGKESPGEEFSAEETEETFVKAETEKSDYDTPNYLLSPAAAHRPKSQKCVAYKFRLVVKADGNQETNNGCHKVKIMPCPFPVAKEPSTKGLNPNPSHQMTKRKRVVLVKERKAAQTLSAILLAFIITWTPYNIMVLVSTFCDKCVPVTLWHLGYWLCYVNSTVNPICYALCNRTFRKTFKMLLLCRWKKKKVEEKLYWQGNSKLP
#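 System: CHO-K1 hM5 cells. Reagent: acetylcholine, EC20 level. Compound dosing: single dose, 3 µM nominal final test concentration. Timing: Post-acetylcholine fluorescence recording 140 s. Detection: Fluo-8 calcium fluorescence. Read-out: % activation, ACh-normalized. Benchmarks: ACh EC20 and EC100 wells. Repeats: singlicate, one well per test compound.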
# CHRM4 PAM: positive allosteric modulators of human muscarinic M4 receptor | CHO-K1 hM4/Gqi5, Fluo-8 calcium fluorescence, ACh EC20; 0% = ACh EC20, 100% = maximal ACh | AID 624126 | P08173 | hit rate 0.4% among 360,000 | activation, % at 3 µM;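 active means activation above its plate's cutoff, the mean activation of sample wells plus 3 SD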; further: some results filed as inactive read as strong as hits
# CHO-K1 Ca antag: nonselective inhibitor or artifact in parental CHO-K1 cells; hit rate 0.6% among 360,000; AID 602250; ATP-induced calcium, Fluo-8 fluorescence; inhibition, % at 3 µM;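 active means inhibition above a per-plate cutoff, the plate's mean sample inhibition plus 3 SD, cut at about 24% in these data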;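 further: 0% = DMSO plus EC80 ATP and 100% = DMSO alone without ATP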
# CHRM4 agonist: CHRM4 agonism in calcium assay. CHO-K1 hM4/Gqi5, Fluo-8 calcium fluorescence; vehicle 0%, full acetylcholine response 100%. activation, % at 3 µM. hit rate 0.14% among 360,000. AID 624127;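 active means activation above the run mean over all test wells plus 3 SD, cut at about 32% in these data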;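 further: peak over basal fluorescence ratio per well then scaled between controls; 0% = DMSO wells and 100% = acetylcholine at EC100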
# CHRM5 agonist: agonists of human muscarinic M5 receptor (CHRM5); P08912; hit rate 0.19% among 360,000; AID 624037; CHO-K1 hM5 cells, Fluo-8 calcium fluorescence; 0% DMSO wells, 100% maximal acetylcholine response; activation, % at 3 µM;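 active means activation above the run's mean over test compounds plus 3 SD, cut at about 23% in these data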;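 further: signal is peak over basal fluorescence ratio across the kinetic read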
# M1 PAM parental: counter-screen for M1 PAMs: effect in parental CHO-K1 cells; ATP EC20, Fluo-8 calcium fluorescence; 0% at ATP EC20, 100% at ATP max; activation, % at 3 µM; hit rate 0.02% among 360,000; AID 602247;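 active means activation above the run cutoff, the mean activation of all test compounds plus 3 SD, cut at about 40% in these data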;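 further: peak over basal fluorescence ratio in a 140 s read after ATP addition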
# M5 antag: blocks acetylcholine activation of human M5 receptor; hit rate 0.59% among 360,000; inhibition, % at 3 µM; CHO-hM5 cells, Fluo-8 calcium fluorescence, ACh EC80; P08912;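 active means inhibition above a per-plate cutoff, the mean of that plate's test compounds plus 3 SD, cut at about 27% in these data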;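 further: 0% = acetylcholine EC80 with DMSO and 100% = DMSO without agonist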
# M1 ag parental: counter-screen for M1 agonists: effect in parental CHO-K1 cells. Fluo-8 calcium fluorescence; scaled to maximal ATP response, vehicle zero. activation, % at 3 µM. hit rate 0.48% among 360,000. AID 602248; in the data active means activation above about 15%;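 further: untransfected CHO-K1 host cells lacking M1 receptor as counterscreen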
# An asterisk follows results filed as active.
SMILES,CHRM4 antagonist,CHRM5 PAM,CHRM4 PAM,CHO-K1 Ca antag,CHRM4 agonist,CHRM5 agonist,M1 PAM parental,M5 antag,M1 ag parental
CC(Oc1ccccc1F)C(=O)NNC(=O)CCNC(=O)c1ccco1 (centres undefined),-6,-2,2,0,1,0,0,6,0.5
Cc1nn(C2CCS(=O)(=O)C2)c2nc(C3CC3)cc(C(=O)Nc3cccc(C#N)c3)c12 (centres undefined),-20,-4,-7,0,12,0,-18,5,2.0
Cc1cccc(C)c1NC(=O)C1(N(Cc2ccco2)C(=O)Cn2nnnc2N)CCCCC1,-2,-6,1,-11,0,-2,12,8,0.3
CCN1C(=O)/C(=C2/SC(C)=C(C)N2CC)SC1=S,3,2,-3,19,1,-6,-8,-4,0.4
CCSc1nc2sc3c(c2c(=O)[nH]1)CC(C)(C)OC3,-6,-2,-1,-5,0,-2,7,3,0.5
Cc1ncoc1C(=O)N1CCCC(CCC(=O)NCc2ccccc2F)C1 (centres undefined),-8,2,8,-13,1,0,23,8,2.7
S=c1[nH]cnc2sc(Nc3ccccc3)nc12,-9,-1,-1,-12,0,-1,-17,4,0.0
O=S(=O)(c1ccc(-c2ccccc2)cc1)N1CCCCC1,-4,0,1,-4,0,2,10,6,0.5
Cn1c(CN2CCCCC2)nc2cc(NC(=O)c3cccc(Br)c3)ccc21,-5,-10,-2,-29,2,-1,9,4,1.2
O=[N+]([O-])c1ccc(S(=O)(=O)NCCc2cn3ccccc3n2)cc1,-19,3,12,-4,1,1,8,-6,0.3
Cc1cc2ncn(/N=C/c3ccc([N+](=O)[O-])o3)c2cc1C,-12,-4,7,2,2,0,-2,-1,-0.2
O=C(N/N=C1/SCC(=O)N1Cc1ccco1)c1ccccc1F,10,2,-6,8,0,3,3,10,-0.7
Cc1ccc(Cl)cc1NC(=O)CSc1sc2c(O)cc(=O)[nH]c2c1C#N,4,-5,-1,-9,1,-4,0,14,0.9
CCOC(=O)C1=C(c2ccccc2)NC(N)=NC1c1ccc(OCc2ccc(C(=O)OC)cc2)cc1 (centres undefined),-8,5,-11,-4,1,-5,13,0,0.7
CCC(=O)Nc1cccc(NC(=O)c2ccc(Br)cc2)c1,6,2,5,-1,1,2,12,-3,0.1
COc1ccc(-c2cc(NC(C)=O)c3ncc(-c4ccccc4)n3c2)c(OC)c1,9,7,-4,-5,11,15,5,0,1.9
COCC(C)NC(=S)Nc1ccccc1[N+](=O)[O-] (centres undefined),-1,20*,5,-2,1,5,6,-12,2.3
COc1ccc(NC2CS(=O)(=O)CC2OC(=O)c2ccc(F)cc2)cc1 (centres undefined),7,-1,0,6,1,0,-2,7,0.5
CC(=O)c1ccc(NC(=O)c2ccc(N3CCCC3=O)cc2)cc1,-3,5,-1,-8,1,3,21,-9,1.9
CC(C)CC(=O)NC(=S)NNC(=O)c1cccc([N+](=O)[O-])c1,-5,-13,9,7,1,-6,-9,33*,1.2
COc1cc(/C=C/C(=O)OCC(=O)NC(=O)NC23CC4CC(CC(C4)C2)C3)ccc1OCC#N,2,-4,-4,5,1,0,5,9,0.5
O=C1CC(N2CCN(c3ccccc3)CC2)C(=O)N1c1ccc2c(c1)OCCO2 (centres undefined),1,-3,-7,0,1,-7,9,-19,1.0
COC(=O)CCC(=O)N1CCOCCOCCOCC1,-9,0,7,-2,0,-1,23,-1,16*
CCOc1ccc(Cc2onc3c2C(=O)CC(C)(C)C3)cc1OCC,-2,6,1,2,2,-10,-11,4,1.3
CC(C)N(C=O)C1(C(=O)NC2CCCCC2)CCCCC1,-2,-3,7,-5,1,1,1,6,0.2
OC(CN1CCN(c2cccc(Cl)c2)CC1)c1ccc(F)cc1 (centres undefined),3,-6,-4,15,2,-5,-9,12,1.1
CC(Oc1ccc2c(-c3ccccc3)cc(=O)oc2c1)C(=O)N1CCC[C@@H]1C(N)=O (some centres undefined),-18,0,3,0,1,3,1,-1,0.2
O=C(COC(=O)c1cccnc1Cl)c1cccc(Cl)c1,-14,3,6,5,1,-3,7,-1,1.4
COc1cccc(NC(=S)NCc2ccc3c(c2)cc(C)n3C)c1,-3,-11,-17,-13,1,-4,-1,-14,1.1
CCC(C(=O)NCc1ccc(F)cc1)N(CCc1ccccc1)C(=O)c1snc(C(N)=O)c1N (centres undefined),-17,4,-3,-6,3,-6,-6,9,-0.1
O=C(N/N=C\c1ccc(Oc2ccccc2)cc1)c1csnn1,-11,1,-7,-10,3,-1,0,-6,-0.4
Cc1ccc(NC(=O)C(C)SCc2nc3sc(C)c(C)c3c(=O)[nH]2)nc1 (centres undefined),-11,3,11,-1,1,4,-15,9,-0.2
COc1ccc(OCCN2CCOCC2)cc1,3,1,-4,-8,1,3,-1,-5,0.8
CCS(=O)(=O)N1CCC(C(=O)NCc2cccnc2)CC1,5,5,-1,-5,1,1,21,-9,0.1
COC(=O)C(C)Sc1nc2c(cnn2-c2ccc(F)cc2)c(=O)[nH]1 (centres undefined),3,6,5,-18,0,-1,-3,-6,0.5
Cc1ccc(-c2noc(CNC(=O)c3ccc4c(c3)OCO4)n2)cc1,-12,8,-5,1,3,-1,12,-12,2.2
O=C(NCc1ccc(F)cc1)C(c1ccc(Cl)cc1)N(C(=O)c1csnn1)C1CC1 (centres undefined),-20,5,-6,-5,10,-2,7,-2,1.5
Cc1cc(C(=O)COc2ncnc3sccc23)c(C)n1C1CC1,-2,-1,1,-19,3,1,14,4,1.3
CC(=O)/C(N=Nc1cccc(C(F)(F)F)c1)=C(\C)O,-10,-6,-3,4,9,2,14,-14,2.1
CCc1ccc(NC(=O)CCc2nc3sc4c(c3c(=O)[nH]2)CCCC4)cc1,-9,1,12,2,1,1,-4,-3,0.6
CCOc1cc(C2CC(=O)NC3=C2C(=O)C(C(=O)OC)C(C)C3)cc(Cl)c1O (centres undefined),-3,-2,7,3,1,-1,9,-6,-0.4
Cn1c(NC(=O)Cc2ccc(F)cc2)cc(=O)n(C)c1=O,1,-2,-4,10,2,1,-3,1,0.1
COc1ccc(C(C)(C)C)cc1NC(=O)C1CCCO1 (centres undefined),-9,4,5,-15,0,0,11,-4,1.1
Cc1ccc(CNC(=O)Cn2c(=O)oc3ccccc32)o1,4,-1,7,3,1,-2,-3,-7,-0.3
CCc1ccc2oc(=O)cc(CN(C)Cc3ccccc3)c2c1,2,-5,2,-5,-3,-6,11,-5,0.3
Cc1cccc(-n2cnc(C(=O)NC3CCCCCC3)c2)n1,-11,4,1,-15,2,-4,18,-2,0.8
CCCc1cc(=O)n2[nH]c(NCc3c(Cl)cccc3Cl)nc2n1,14,3,-1,-8,0,-8,15,-2,0.3
COc1ccc(-c2[nH]ncc2-c2cnn(-c3ccccc3)c2)c(O)c1,-1,-5,-2,-3,2,-2,15,8,0.5
COc1ccc(N(CC(=O)NC(C)C)S(=O)(=O)c2ccc(NC(C)=O)cc2)cc1,-9,-6,6,-20,1,1,15,1,0.2
O=C(Nc1nc(-c2cccs2)cs1)c1ccc(Cl)s1,-31,-9,4,4,3,-2,14,-2,0.2
CCN(Cc1ccccc1)C(=O)Cn1c(C(C)O)nc2ccccc21 (centres undefined),2,1,2,-14,2,-3,5,7,-0.6
Cc1ccc(Cl)c(OCC(=O)NC2CCN(Cc3ccccc3)CC2)c1,-8,-4,-8,-6,3,-8,-6,11,0.6
CC(=O)c1ccc(NC(=O)CCCC(=O)c2ccccc2)cc1,9,2,-5,-1,0,-1,0,4,6.5
CC(C)c1ccc(NC(=O)CN2C(=O)NC3(CCCC3)C2=O)cc1,-1,-2,-4,-13,1,-2,15,12,1.6
Cc1cc(/C=C(\C#N)C(=O)NC2CCCCCC2)c(C)n1C,6,4,23*,-3,1,0,-3,-5,0.9
CCCCn1c(N)c(NCCC(C)C)c(=O)[nH]c1=O,3,-3,10,5,0,2,1,0,-0.3
Cc1[nH]c(=O)[nH]c(=O)c1/C=N/NC(=O)CCNC(=O)OC(C)(C)C,5,-1,7,-12,0,2,14,10,0.3
CCOc1cc(N2CCOCC2)c(OCC)cc1NC(=O)COC(=O)/C=C/c1ccc(OC(F)F)cc1,-1,1,-1,2,3,-2,-2,0,8.1
COc1cccc(CNc2nc3cc(-c4ccc(OC)cc4C)sc3c(=O)n2C)c1,-6,-5,5,-15,0,-2,7,6,0.3
COc1ccccc1NC(=O)c1cc2ccccc2nc1C,5,-2,0,-9,4,1,24,5,1.4

# Overlap with the part before: 3 compounds; new compounds follow.
SMILES,CHRM4 antagonist,CHRM5 PAM,CHRM4 PAM,CHO-K1 Ca antag,CHRM4 agonist,CHRM5 agonist,M1 PAM parental,M5 antag,M1 ag parental
CCOc1cc(N2CCOCC2)c(OCC)cc1NC(=O)COC(=O)/C=C/c1ccc(OC(F)F)cc1,-1,1,-1,2,3,-2,-2,0,8.1
COc1cccc(CNc2nc3cc(-c4ccc(OC)cc4C)sc3c(=O)n2C)c1,-6,-5,5,-15,0,-2,7,6,0.3
COc1ccccc1NC(=O)c1cc2ccccc2nc1C,5,-2,0,-9,4,1,24,5,1.4
O=C(Nc1cccc(Cl)c1N1CCOCC1)c1cccnc1Cl,-9,3,4,-1,6,2,8,6,22*
c1ccc2c(-c3nnc(SCc4cn5ccccc5n4)o3)c[nH]c2c1,4,-3,0,5,5,2,3,-4,1.2
Cc1cc(C)c2nc(SCc3ccc([N+](=O)[O-])cc3)nc(C)c2c1,1,-3,2,2,0,-1,7,3,-0.2
O=C(Nc1cccnc1)Nc1cccc([N+](=O)[O-])c1,6,-13,-10,8,18,10,-12,16,9.9
Fc1ccc2nc(-c3ccccc3)ccc2c1,-11,1,12,14,-1,0,-11,0,-0.4
O=C(CS(=O)(=O)c1cn(Cc2ccc(Cl)cc2)c2ccccc12)N1CCCCC1,-11,3,9,3,1,1,-5,1,-0.2
COc1ccc(Cn2nnnc2C(c2ccncc2)N2CCOCC2)cc1 (centres undefined),4,-3,-2,-7,0,-1,8,-1,-0.1
O=C(Nc1ccccn1)c1c(O)c2cccc3c2n(c1=O)CCC3,3,0,5,-4,0,0,9,-8,0.6
Cc1ccc([N+](=O)[O-])cc1NC(=O)Cc1ccc(F)cc1,-4,11,5,-12,2,0,-5,2,0.7
COCCNC(=O)C1(C)CCN(Cc2ccccc2C#N)C1 (centres undefined),2,0,0,-1,4,2,15,4,0.7
COCC(=O)N(Cc1ccc(OC)cc1)Cc1nc2ccccc2c(=O)[nH]1,-1,8,3,-6,1,0,16,-4,0.3
CC(=O)N1N=C(c2ccccc2)CC1c1cccc([N+](=O)[O-])c1 (centres undefined),0,-1,2,-10,2,-12,25,0,2.6
Nc1ncnc2c1ncn2[C@@H]1O[C@H](CNC(=O)[C@@H](N)COCc2ccccc2)[C@@H](O)[C@H]1O,-6,-5,6,-9,0,0,10,7,0.2
CCc1ccc(NC(=O)CN(c2ccc(OC)cc2)S(=O)(=O)c2c(C)[nH]c(=O)[nH]c2=O)cc1,1,2,7,3,0,-4,-29,-3,0.3
Cc1ccc(NC(=O)CSc2nnc(CN3CCOCC3)n2C)cc1C,11,6,12,2,1,-3,-1,-3,0.6

# Screening results (PubChem)

# Not a hit list; 2.7% or so of the library scored in one or more.
